High-throughput results deposited in PubChem BioAssay by several laboratories.
Bcl-xL primary = blocks human Bcl-xL binding to Bim BH3 peptide | GST-Bcl-xL / FITC-Bim BH3 peptide fluorescence polarization | inhibition, % at 10.9 µM | actives 0.7% (n = 320,000) | Q07817;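 active means inhibition above the mean of all tested compounds plus 3 SD, cutoff set per campaign, cut at about 30% in these data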;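 further: 0% = DMSO wells and 100% = unlabeled Bim-BH3 peptide competitor; inhibitors lower millipolarization by displacing the labeled peptide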
Target sequence (Q07817 whole entry, looked up): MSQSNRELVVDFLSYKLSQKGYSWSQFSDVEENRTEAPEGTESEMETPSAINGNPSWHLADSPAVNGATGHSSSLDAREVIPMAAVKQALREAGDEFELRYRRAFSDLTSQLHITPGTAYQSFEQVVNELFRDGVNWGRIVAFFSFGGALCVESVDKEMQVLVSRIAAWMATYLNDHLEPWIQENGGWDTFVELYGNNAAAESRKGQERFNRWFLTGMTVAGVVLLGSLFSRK
MEX-5 binding = C. elegans MEX-5 TCR-2 RNA binding activity. AID 1832. MEX-5/FITC-TCR2 RNA binding, fluorescence polarization; hits give low values. activity score (negative = inhibition of binding), % at 10 µM. actives 0.38% (n = 300,000). Q9XUB2;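 active means inhibition past about -25% in most replicates, and total fluorescence under double the plate's negative control median, limit read from the data; inconclusive means replicates evenly split on the limit, or fluorescence at least double controls; inactive means too little inhibition in most replicates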;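 further: 0% = DMSO and -100% = 5 µM competing unlabeled TCR2 RNA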
Fam108B counter = Fam108B inhibition, counter-screen for RBBP9 inhibitors. recombinant Fam108B, FP-Rh probe fluorescence polarization. inhibition, % at 9.51 µM. actives 0.33% (n = 300,000);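 active means inhibition above the screen mean inhibition plus 3 SD, computed separately per campaign, cut at about 18% in these data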;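 further: inhibitors lower polarization as less probe binds the enzyme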
GSTO1 counter = counter-screen for RBBP9 inhibitors: inhibitors of human GSTO1 | actives 1.1% (n = 300,000) | recombinant GSTO1, activity-based probe fluorescence polarization | P78417 | inhibition, % at 5.96 µM;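 active means inhibition above the campaign mean inhibition plus 3 SD, cut at about 35% in these data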;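 further: 0% = GSTO1-1 with DMSO and 100% = wells lacking GSTO1-1 enzyme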
PAD4 inh = blocks human protein arginine deiminase 4 | Q9UM07 | recombinant PAD4, RCA probe fluorescence polarization | inhibition, % at 6.36 µM | actives 0.41% (n = 330,000);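 active means percent inhibition above a cutoff equal to the mean of all tested compounds plus 3 SD, cut at about 15% in these data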;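 further: 0% = PAD4 with RCA probe and DMSO and 100% = probe without PAD4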
Target sequence (Q9UM07 whole entry, looked up): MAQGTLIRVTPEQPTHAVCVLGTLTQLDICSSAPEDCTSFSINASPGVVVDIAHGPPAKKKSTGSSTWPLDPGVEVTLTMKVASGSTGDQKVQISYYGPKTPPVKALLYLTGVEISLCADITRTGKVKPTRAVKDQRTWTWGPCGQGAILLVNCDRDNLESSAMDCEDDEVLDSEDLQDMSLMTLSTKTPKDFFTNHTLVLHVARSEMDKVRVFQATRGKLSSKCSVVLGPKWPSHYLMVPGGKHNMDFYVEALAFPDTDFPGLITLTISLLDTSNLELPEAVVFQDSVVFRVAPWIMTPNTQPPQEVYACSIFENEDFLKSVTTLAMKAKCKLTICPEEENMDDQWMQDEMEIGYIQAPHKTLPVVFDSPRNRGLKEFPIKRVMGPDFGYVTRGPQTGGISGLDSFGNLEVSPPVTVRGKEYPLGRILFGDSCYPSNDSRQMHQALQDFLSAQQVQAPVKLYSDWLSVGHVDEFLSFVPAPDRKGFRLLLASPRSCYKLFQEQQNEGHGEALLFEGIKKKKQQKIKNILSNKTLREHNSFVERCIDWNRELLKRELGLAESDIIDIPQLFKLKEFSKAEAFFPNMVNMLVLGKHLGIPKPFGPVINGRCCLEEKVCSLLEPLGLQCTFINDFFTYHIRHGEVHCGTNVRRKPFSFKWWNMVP
TPT1 inhibitor = blocks Candida albicans tRNA 2'-phosphotransferase. recombinant caTPT1, FP RNA substrate dephosphorylation. inhibition, % at 5 µM. actives 0.81% (n = 300,000);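 active means inhibition above the mean of all tested compounds plus 3 SD, set per screening campaign, cut at about 24% in these data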;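 further: plate controls were DMSO alone for no effect and ferristatin control at 100 nM for full effect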
GLD-1 TGE inh = GLD-1-TGE RNA interaction inhibition (C. elegans). Q17339. purified GLD-1 + fluorescein TGE RNA, fluorescence polarization. inhibition, % at 5.96 µM. actives 0.44% (n = 320,000). AID 2280;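 active means percent inhibition above a per-plate cutoff, the plate mean of test compounds plus 3 SD, cut at about 30% in these data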;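 further: 0% = DMSO wells with GLD-1 and probe and 100% = wells lacking GLD-1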
PME-1 inh = PME-1 (human) inhibition; inhibition, % at 5.9 µM; recombinant PME-1, FP-Rh probe fluorescence polarization; Q9Y570; actives 0.53% (n = 320,000);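 active means inhibition above the campaign mean of all compounds plus 3 SD, cut at about 26% in these data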;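 further: competitive labeling of PME-1 active site by serine hydrolase directed probe; 0% = PME-1 with DMSO and 100% = wells lacking PME-1 enzyme; inhibitors block probe labeling so polarization falls and inhibition rises; many of its hits are not listed in these tables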
MCL1-BIM inh = MCL1-BIM-BH3 interaction inhibition (human); Q07820; GST-MCL1 / FITC-Bim-BH3 fluorescence polarization; inhibition, % at 10.9 µM; actives 0.68% (n = 320,000); AID 2057;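 active means inhibition above the mean inhibition of all tested compounds plus 3 SD, set per campaign, cut at about 40% in these data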;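 further: 0% = DMSO wells and 100% = unlabeled Bim-BH3 peptide control; higher means more loss of mP so more displacement of Bim peptide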
The depositor's hits bear a star; ? = inconclusive; nt = no result given. Only part of the results is shown (hit frequency here may not be typical).

SMILES | Bcl-xL primary | MEX-5 binding | Fam108B counter | GSTO1 counter | PAD4 inh | TPT1 inhibitor | GLD-1 TGE inh | PME-1 inh | MCL1-BIM inh
CC(C)(C)c1ccc(C(=O)N/C(=C\c2cccs2)C(=O)NCc2ccco2)cc1 | -1 | -1.9 | -4 | 0 | -2 | 1 | 10 | -6 | 5
CCC(C)C(=O)Nc1nccs1 (configuration not stated) | -3 | -2.9 | 6 | 2 | -5 | 0 | -6 | 0 | 2
COc1ccc2oc(C(=O)OCC(=O)Nc3ccccc3OC)c(C)c2c1 | 4 | 0.7 | -2 | 5 | 0 | -1 | -2 | 2 | -1
CC(C)Oc1ccc(C(CC(=O)O)NC(=O)Cc2ccccc2)cc1 (configuration not stated) | -3 | 1.1 | 1 | 7 | -5 | 12 | -2 | -4 | -16
CCOc1c(OC(C)=O)ccc(/C=C/c2ccc3cccc(OC(C)=O)c3n2)c1[N+](=O)[O-] | 0 | -0.9 | 2 | 6 | 4 | -1 | 0 | 0 | 7
COc1ccc(C2=NN(C(=O)CSc3cn(C)c4ccccc34)C(c3ccc(OC)cc3)C2)cc1 (configuration not stated) | 5 | 3.7 | 1 | 0 | 4 | -1 | 3 | 4 | -3
Cc1cc(NS(=O)(=O)c2ccccc2)n(-c2ccccc2)n1 | 1 | -0.6 | 11 | 0 | 0 | 0 | -3 | 0 | 4
Cn1c(C(=O)N(Cc2ccccc2)Cc2ccccn2)cc2sccc21 | 1 | 0.5 | -3 | 2 | 1 | 2 | -2 | 3 | -4
COc1ccc(Cl)cc1NC(=S)NCCC(c1ccccc1)c1ccccc1 | 6 | -0.1 | -20 | -17 | 1 | -2 | 0 | -49 | 18
Cc1cccc(NS(=O)(=O)c2ccc(-c3ccc(=O)[nH]n3)o2)c1 | 1 | -2.2 | 2 | 6 | 0 | 0 | 6 | 0 | 5
O=C(NC1CCN(Cc2ccccc2)CC1)c1ccc(N2CC3CC(C2)c2cccc(=O)n2C3)c([N+](=O)[O-])c1 (configuration not stated) | 7 | -1.2 | -2 | -14 | 2 | -1 | 4 | 1 | 4
CCOc1cc(/C=N/NC(=O)c2cccnc2)ccc1OCC(=O)N(C)C | 6 | 1.6 | 0 | 5 | -5 | -2 | 6 | 0 | 3

Just MCL1-BIM inh, Fam108B counter and PME-1 inh, for some of the entries so far:
SMILES | MCL1-BIM inh | Fam108B counter | PME-1 inh
CC(C)(C)c1ccc(C(=O)N/C(=C\c2cccs2)C(=O)NCc2ccco2)cc1 | 5 | -4 | -6
O=C(NC1CCN(Cc2ccccc2)CC1)c1ccc(N2CC3CC(C2)c2cccc(=O)n2C3)c([N+](=O)[O-])c1 (configuration not stated) | 4 | -2 | 1
CCC(C)C(=O)Nc1nccs1 (configuration not stated) | 2 | 6 | 0

Following part
SMILES | Bcl-xL primary | MEX-5 binding | Fam108B counter | GSTO1 counter | PAD4 inh | TPT1 inhibitor | GLD-1 TGE inh | PME-1 inh | MCL1-BIM inh
CCOc1ccc(/C=C2\SC(=S)N(Nc3ccccc3)C2=O)cc1OC | -4 | -1.6 | 2 | 13 | -2 | 9 | -6 | -5 | -4
Cc1cccc(NC(=O)c2nc(S(=O)(=O)Cc3ccccc3)ncc2Cl)c1 | 8 | 2.0 | -3 | -13 | -6 | 0 | -8 | -11 | 11
COc1ccccc1NS(=O)(=O)c1cccc(C(=O)NCC(c2ccccc2OC)N2CCCC2)c1 (configuration not stated) | 1 | -4.6 | 5 | -2 | 0 | 5 | -18 | -2 | 1
CN1CCN(Cc2cc(=O)oc3cc4c(cc23)CCC4)CC1 | 2 | -1.9 | -2 | -1 | -6 | 2 | 1 | -6 | -3
CCCC1=NN(C(=O)Cc2ccc(OC)cc2)C(O)(C(F)(F)F)C1 (configuration not stated) | 3 | 1.6 | -3 | 6 | -3 | 3 | 3 | -2 | 6
O=C(c1ccccc1NS(=O)(=O)c1ccccc1)N1CCCCCC1 | 0 | 3.2 | 3 | 7 | 5 | 3 | 1 | 0 | -4
COc1ccc([N+](=O)[O-])cc1NC(=O)CCN1CCN(c2ccccc2)CC1 | 4 | 1.8 | -1 | 8 | -2 | -3 | 7 | -2 | -5
Cc1cc(C)c(OCC(=O)NCC(C)(C)N2CCOCC2)c(C)c1 | 3 | -0.6 | 0 | 18 | 3 | 3 | -4 | 11 | -1
NNC(=O)C1CC1c1ccc(Cl)cc1 (configuration not stated) | 0 | -0.8 | -4 | 6 | 3 | 0 | 2 | -13 | 0
O=C1c2ccccc2C(=O)N1OCc1c(F)cccc1Cl | 3 | 0.1 | 3 | -1 | -1 | -5 | -4 | 0 | 1
O=C(CC1CCCCC1)c1c(O)c2ccccc2oc1=O | 8 | 3.3 | 0 | -24 | -2 | 2 | 2 | -3 | 10
CCCC(=O)C1=C(O)C(C(=O)OC)C(C)(C)CC1=Nc1cccc([N+](=O)[O-])c1 (configuration not stated) | 0 | 2.5 | 0 | 3 | 1 | -3 | 2 | 2 | -4
O=C1c2ccccc2C(Nc2ccc3c(c2)OCCO3)N1c1ccc(Cl)cn1 (configuration not stated) | 2 | -0.2 | -2 | 9 | 2 | -2 | 3 | 5 | -4
COC(=O)c1ccc(COc2ccccc2OC)o1 | 2 | 0.7 | 5 | -8 | 4 | 1 | -3 | -3 | -3
COCCNC(=O)c1cn(C)c2ccc(S(=O)(=O)N3CCCCC3)cc2c1=O | 1 | -1.0 | -2 | 5 | -2 | 0 | -1 | 3 | 4
COc1ccccc1OCC(=O)Nc1cc(NC(=O)COc2ccccc2OC)cc(C(=O)O)c1 | 9 | 1.8 | 1 | -4 | 13 | -3 | 0 | -4 | 4
O=C(CCC(=O)N1CCN(c2ccc(O)cc2)CC1)c1cccs1 | 14 | -3.9 | 1 | 12 | -1 | -1 | 5 | -3 | 10
CCOC(=O)c1c(NC(=O)COC(=O)c2cnccn2)sc(C(=O)NC)c1C | -9 | -0.9 | -1 | 12 | -3 | 0 | 3 | -7 | -8
Cc1csc(C(C#N)C(=O)c2ccc(S(=O)(=O)N3CCCC3)cc2)n1 (configuration not stated) | 5 | 1.3 | 0 | 2 | -4 | 3 | 1 | -3 | 6
CCN(CC(=O)NCc1cccs1)C(=O)c1ccc(S(=O)(=O)Nc2ccccc2F)cc1 | 8 | 1.2 | 0 | -5 | 4 | -1 | -8 | 5 | 4
CC(C)c1ccc(S(=O)(=O)N2CCN(C(=O)Cc3ccsc3)CC2)cc1 | 3 | 5.9 | 5 | 8 | -1 | -3 | -2 | 6 | 6
Cc1ccc(-c2cc(=O)[nH][nH]2)c(C)c1 | 2 | 0.1 | 0 | 22 | -10 | 0 | 0 | 0 | 0
COc1cc(CN2CCCC(N3CCN(c4ccccc4C)CC3)C2)ccc1O (configuration not stated) | 1 | -2.1 | 5 | 21 | -4 | 1 | 4 | -1 | 17
CN(C)/C=C/c1c([N+](=O)[O-])c2ccc(O)cc2n1-c1ccccc1 | -1 | -6.2 | 7 | 12 | -4 | 12 | 18 | 6 | 9
COc1ccc(S(=O)(=O)Nc2nc3c(s2)C(=O)CC(C)(C)C3)cc1 | 4 | -1.6 | 1 | 0 | 1 | 2 | 11 | 0 | 0
COc1ccc(C(=O)Nc2cccc(C(=O)NCc3ccco3)c2)cc1 | 2 | -2.0 | -8 | 4 | 4 | -4 | -8 | -6 | 6
COc1ccc(/C=C/C(=O)NCC(=O)N/N=C(/CCC(=O)O)c2ccccc2)cc1 | -5 | -0.1 | -3 | -4 | -3 | -1 | -2 | -4 | -4
Cc1cc2c(c(=O)n1Cc1cccnc1)C(c1cccs1)C(C#N)=C(N)O2 (configuration not stated) | 3 | 2.2 | 1 | -2 | 1 | -1 | 6 | -3 | -4
O=[N+]([O-])c1ccc(-n2cc(-c3ccccc3)nn2)cc1 | 2 | -0.3 | -2 | -3 | -2 | -2 | -3 | -4 | -6
CC(=O)c1ccc(N2CCN(CC(=O)NCc3ccccc3)CC2)cc1 | 6 | -0.1 | -3 | 1 | 1 | 2 | -5 | 13 | -3
Cc1nc(NC(=O)c2ccccc2)nc2cc3c(cc12)OCO3 | 5 | -0.8 | 1 | -5 | 1 | 1 | 7 | -1 | 12
CC1CCCCN1Cc1c(O)ccc2c(=O)c(-c3nc4ccccc4s3)c(N)oc12 (configuration not stated) | 3 | -1.4 | 4 | 7 | -2 | 2 | 11 | 21 | -3
C=CCN1CCN(C(=O)CCCc2ccccc2)CC1 | 9 | 2.8 | 0 | 5 | -14 | 0 | 9 | 0 | 14
C[C@@H](C(=O)CC(=O)OC(C)(C)C)[C@@H](O)c1c(F)cccc1Cl | 6 | 2.2 | 3 | 6 | 2 | -2 | -3 | -2 | 5
Cc1cc(C)cc(CSCC(=O)N/N=C/c2ccc(OCC(=O)NCc3ccco3)cc2)c1 | 0 | -2.8 | -5 | -2 | -3 | -1 | 0 | -1 | 0
Cc1ccc(NC(=O)Cc2nnc(SCC(=O)NC3CCCC3)n2C)cc1C | -1 | 0.4 | -1 | 0 | -3 | -5 | 0 | -2 | -1
NCCNc1cc(N2CCCC2)ccc1[N+](=O)[O-] | 4 | 1.6 | -1 | 5 | -6 | -1 | 1 | 3 | 12
O=C(Nc1ccc(O)c(-c2nc3ccccc3o2)c1)C1(c2ccc(Cl)cc2)CCCC1 | 5 | 2.1 | -9 | 2 | -1 | -2 | 5 | -9 | 8
O=C(Nc1cc([N+](=O)[O-])ccc1F)C1CC1 | 2 | -1.9 | 1 | -4 | 3 | 0 | 4 | 3 | -1
O=C(Nc1nccs1)c1ccc(Br)cc1 | 5 | -1.7 | 2 | 3 | 6 | -2 | 8 | 2 | 5
CN(C)CCCN1C(=O)c2cccc3c(Br)ccc(c23)C1=O | 35* | ? | -2 | 0 | 0 | -7 | 22 | 6 | 39
CC1CN(C(=O)c2cccc(S(=O)(=O)NCc3ccccc3)c2)CC(C)O1 (configuration not stated) | -2 | nt | nt | nt | -3 | nt | 4 | 3 | -1
CC(C)c1ccc(NC(=O)c2cc3c(=O)n(C)c4ccccc4c3n2C)cc1 | 3 | 1.3 | -14 | 4 | -1 | 1 | -1 | -15 | 0
COc1ccc(/C=C/C(=O)N2CCC(C(N)=O)CC2)cc1S(=O)(=O)N1CCOCC1 | -2 | -1.2 | 0 | 5 | -1 | -1 | 0 | -4 | 0
CC(C)Oc1ccc(S(=O)(=O)N2CCOCC2)cc1NC(=O)C1CCC1 | -6 | 3.3 | 1 | 4 | 2 | -3 | -3 | 2 | -16
Cc1ccc(NNC(=O)c2c(C)noc2C)cc1Cl | 2 | 2.3 | -2 | -5 | 2 | 2 | 0 | 6 | 2
Cc1cccc(OC(=O)C2C(c3ccccc3)C(C(=O)O)C2c2ccccc2)c1 (configuration not stated) | 1 | -1.5 | 2 | -9 | -4 | 1 | 5 | 0 | 11
CCN(CC)CCn1c(SCC(=O)Nc2ccc3c(c2)CCC3)nc2ccccc2c1=O | 6 | nt | nt | nt | 1 | nt | -1 | -3 | 15
Cc1ccc(C)c(NC(=S)Nc2cccnc2)c1 | 3 | 0.5 | 5 | 9 | 0 | 0 | 3 | -5 | 1
O=C(NCc1cccs1)C1CC1 | 5 | -0.4 | -2 | 2 | 2 | -3 | 3 | -5 | 1
